All columns: NCI-60 one-dose screen, growth in % after 48 h at 10 µM unless noted; 100 = growth as untreated, 0 = no growth, -100 = all killed.
HS 578T: HS 578T breast cancer; 78,000 compounds, 4.1% hits; AID 1794788
LOX IMVI: LOX IMVI melanoma | 79,000 compounds, 7.4% hits | AID 1794757
SK-MEL-5: SK-MEL-5 melanoma. 80,000 compounds, 6.4% hits
UACC-257: UACC-257 melanoma | 78,000 compounds, 4.4% hits | AID 1794764
UACC-62: UACC-62 melanoma. 81,000 compounds, 5.4% hits. AID 1794756
SK-MEL-28: SK-MEL-28 melanoma; 81,000 compounds, 4.1% hits; AID 1794761
MALME-3M: MALME-3M melanoma | 78,000 compounds, 5.8% hits | AID 1794766
SK-MEL-2: SK-MEL-2 melanoma | 77,000 compounds, 4.7% hits
Active calls of the source: *; · = not tested or not shown; & = joins results of further samples. The calls were made as follows: active = growth percent below 10; inactive = the rest.

#	molecule	SK-MEL-28	HS 578T	UACC-257	LOX IMVI	SK-MEL-5	UACC-62	MALME-3M	SK-MEL-2
1	COc1ccc(C(=O)C[n+]2ccn(CCC(=O)Nc3cccc4cccnc34)c2)cc1	103	95	89	·	98	89	95	101
2	COc1ccc(C2CC(=O)Nc3c(-c4cccc(F)c4)nsc32)cc1 (configuration not stated)	106	93	94	101	99	82	92	100
3	Clc1ccc(-c2cnc(Cl)nc2NC2CCCCCC2)c(Cl)n1	105	85	103	95	102	85	92	85
4	O=c1[nH]cnc2ccc([N+](=O)[O-])cc12	107	100	107	107	101	95	101	112
5	Cc1ccc(-c2nc([P+](c3ccccc3)(c3ccccc3)c3ccccc3)c(N3CCOCC3)o2)cc1	30	17	-5.0*	·	-95*	-29*	-19*	-19*
6	O=C1NC(=O)C(Cn2c(-c3ccccc3)nc3ccccc32)C(=O)N1	106	105	102	96	100	103	111	111
7	COc1cccc(/C=C(\C#N)c2nc(N)nc(Nc3ccc(S(N)(=O)=O)cc3)n2)c1	112	107	109	106	101	95	108	100
8	O=C(/C=C/c1ccc(Cl)cc1)c1ccc(NC(=O)N2CCN(c3cc4c(cc3F)c(=O)c(C(=O)O)cn4C3CC3)CC2)cc1	99	87	105	6.5*	94	76	103	98
9	CC1=CC2(C)/C=C(C)/C=C\CC(O)/C=C3/C=CC(=C4C(=O)OC2(CC1C)C4=O)OC3 (configuration not stated)	-88*	-34*	-57*	-89*	57	6.5*	-96*	-89*
10	N#C/C(=C\c1ccccc1[N+](=O)[O-])C(=O)O	110	100	101	102	97	·	·	117
11	C#CC#CC#CC#CC#CC#CC#CC#CCC1OC[C@H](COC(=O)O[C@@H](C(=O)O[C@H]2C[C@@]3(O)[C@@H](OC(=O)c4ccccc4)[C@@H]4[C@]5(OC(C)=O)CO[C@@H]5C[C@H](O)[C@@]4(C)C(=O)[C@H](OC(C)=O)C(=C2C)C3(C)C)[C@@H](NC(=O)c2ccccc2)c2ccccc2)O1 (some centres not stated)	54	8.9*	65	30	32	28	47	36
12	COC(=O)[C@]12CCC(C)(C)C[C@@H]1C1=CC[C@@H]3[C@@]4(C)CC[C@H](N=Cc5ccccn5)C(C)(C)[C@@H]4CC[C@@]3(C)[C@]1(C)CC2	113	113	108	103	105	103	111	108
13	Cc1nc(C#N)c(N2CCC(c3nc(Cc4ccc(Cl)cc4)no3)CC2)o1	104	100	107	·	95	94	101	104
14	Cc1nc(Nc2ccc(OCc3c(-c4ccccc4)no[n+]3[O-])cc2)c2cnn(-c3ccc(Br)cc3)c2n1	103	94	101	105	100	85	106	114
15	O=C(/C=C/c1ccc(-c2ccccc2)cc1)c1ccccc1	107&103	117	107&102	91&82	100&102	99&89	103&107	113&87
16	N#Cc1nc(-c2ccccc2)oc1N1CCC[C@@H]1CO	107	101	102	100	97	94	102	114
17	CCCCCS(=O)(=O)Nc1ccc(C(=O)O)cc1	111	110	95	100	100	99	98	93
18	CCOC(=O)NCc1ccccc1	111	101	100	98	97	106	96	100
19	O=C1c2ccccc2-c2c1c1ncccc1c(=O)n2C[C@H](O)CO	118	111	·	94	104	100	111	103
20	Nc1nc(-c2ccccc2)c(CC(=O)O)c(-c2nc(N)nc(-c3ccccc3)c2CC(=O)O)n1	110	94	91	101	101	96	101	119

Profiles, quoted from the list.
N#C/C(=C\c1ccccc1[N+](=O)[O-])C(=O)O as listed: SK-MEL-28: 110; HS 578T: 100; UACC-257: 101; LOX IMVI: 102; SK-MEL-5: 97; UACC-62: ·; MALME-3M: ·; SK-MEL-2: 117
N#Cc1nc(-c2ccccc2)oc1N1CCC[C@@H]1CO as listed: SK-MEL-28: 107; HS 578T: 101; UACC-257: 102; LOX IMVI: 100; SK-MEL-5: 97; UACC-62: 94; MALME-3M: 102; SK-MEL-2: 114

Additional compounds follow:
#	molecule	SK-MEL-28	HS 578T	UACC-257	LOX IMVI	SK-MEL-5	UACC-62	MALME-3M	SK-MEL-2
21	S=c1nn[nH]c2ccccc12	126	109	108	94	98	99	148	102
22	COC(OC)c1ccccc1	104	99	92	88	107	107	100	·
23	O=C(O)C1(C(=O)O)CC=CC1	104	106	101	105	100	110	110	107
24	O=C1CCC23OC=CC2C2(Nc4ccccc4NC2=O)c2c(F)cccc2N13 (configuration not stated)	111	101	113	91	111	94	89	97
25	CCCCCN1C=C/C(=C\C(=O)N2CCCc3ccccc32)c2ccccc21	104	95	90	87	93	75	86	91
26	CC(=O)OCC1=C(C(=O)O)N2C(=O)[C@@H](NC(=O)CSc3ccncc3)[C@H]2SC1	108	114	100	94	90	94	108	116
27	CC12CC[C@@H]3[C@]4(C)COC(c5cn[nH]c5-c5ccc(Cl)cc5)O[C@@H]4CC[C@@]3(C)[C@@H]1CC(C1=CCOC1=O)O2 (some centres not stated)	39	51	47	46	16	33	58	30
28	Cc1cccc(C)c1/C=C1\CN(C(=O)OC(C)(C)C)C/C(=C\c2c(C)cccc2C)C1=O	106	92	89	97	99	93	90	96
29	O=C(c1ccc(O)cc1)[C@@H]1[C@@H]2CCCN2[C@@]2(C(=O)Nc3ccccc32)[C@H]1c1ccc(F)cc1	101	96	93	·	94	71	86	102
30	C[N+](C)([O-])c1ccc(/C=C/c2c(F)cccc2F)cc1	111	82	100	85	90	86	100	·
31	COc1cc(-c2cc(-c3c[nH]c4ccccc34)nc(-c3c[nH]c4ccccc34)c2C#N)cc(OC)c1OC	107	100	105	99	98	88	89	92
32	COc1cc(/C=N/NC(=O)c2ccccc2Nc2cccc(C(F)(F)F)c2)cc(OC)c1OC	39	12	50	12	29	10	12	·
33	CCOC(=O)c1sc(/N=C2\C(=O)Nc3ccc(F)cc32)nc1C	109	75	112	80	99	96	97	105
34	O=C(Nc1ccccc1C(=O)O)c1cc([N+](=O)[O-])cc([N+](=O)[O-])c1	125	103	102	94	117	91	90	106
35	CCOC(=O)Cc1c[nH]c2ccc(N)cc12	110	107	107	100	101	107	101	102
36	Cc1ccc(C(C)C)cc1NC=O	112	99	95	98	109	106	109	117
37	COc1ccc(-c2nc(SC(C)C)nc(NCCc3c[nH]c4ccccc34)c2C#N)cc1	70	36	83	21	5.5*	74	79	75
38	Cc1cn(-c2cc(F)cc(NC(=O)c3ccc(C)c(Nc4nccc(-c5cccnc5)n4)c3)c2)cn1	28	38	23	17	88	41	·	64
39	CCCC(=O)Nc1ccc2c(c1)CN1C(=O)c3ccccc3C1=N2	111	119	102	105	99	100	·	100
40	C#CCNC(=O)[C@]12CC[C@@H](C(=C)C)[C@@H]1[C@H]1CC[C@@H]3[C@@]4(C)Cc5c([nH]c6ccccc56)C(C)(C)[C@@H]4CC[C@@]3(C)[C@]1(C)CC2	85	96	97	73	77	84	98	94
41	COc1ccc(/C(Cl)=N/N=C(\Cl)c2cc(OC)c(OC)c(OC)c2)cc1OC(C)=O	110	90	85	97	95	94	94	92
42	Clc1ccc2c(N/N=C/c3c[nH]c4ccc(Br)cc34)ccnc2c1	-99*	-58*	-84*	-78*	-100*	-85*	-83*	-93*
43	N#Cc1c(N2CCN(Cc3ccccc3)CC2)nc(=S)[nH]c1-c1ccco1	128	93	116	96	88	97	110	75
44	Cn1cc(-c2noc(-c3cn(C)c4ncc(F)cc34)n2)c2cc(Cl)ccc21	86	47	96	52	87	78	48	101
45	Cc1cc(-c2ccc(N3C(=O)CC4(CCCC4)C3=O)c(C)c2)ccc1N1C(=O)CC2(CCCC2)C1=O	120	142	100	91	79	84	·	114
46	CC[C@H](CC[C@@H](C)[C@H]1CC[C@H]2[C@@H]3/C(=C/c4ccccn4)C(=O)C4=CC(=O)CC[C@]4(C)[C@H]3CC[C@]12C)C(C)C	95	113	100	·	103	96	106	114
47	COc1ccc2c(c1)CC/C(=C\c1cccc(OCC(=O)Nc3nc4ccccc4s3)c1)C2=O	109	86	102	97	89	93	106	75
48	C[C@H](CCC(=O)NCc1ccc(C(=O)NCc2ccc(C(=O)NO)cc2)cc1)[C@H]1CC[C@H]2[C@@H]3[C@@H](O)C[C@@H]4C[C@H](O)CC[C@]4(C)[C@H]3CC[C@]12C	87	102	79	99	102	81	72	92
49	Cc1cc(N(C)C)n2c(nc3ccccc32)c1C#N	97	107	84	101	95	95	103	100
50	CCCCCCCCCC(=O)Oc1ccc(/C(=C(/C)c2ccccc2)c2ccc(OCCN3CCCC3)cc2)cc1	-78*	12	-52*	-72*	-98*	-69*	-62*	-31*
51	N[C@H]1CCC[C@@H](O)C1O (some centres not stated)	108	118	104	97	103	99	·	123
52	Cc1ccc(NC(=O)Nc2ccccc2Cl)c(C)c1	107	115	112	102	102	100	94	91
53	CC(C)=CC(=O)CC(C#N)(C#N)C(C#N)C#N	114	110	108	92	102	103	109	·
54	O=c1[nH]nc(-c2ccc(Cl)cc2)cc1Cc1ccc(O)cc1	119	103	127	111	85	94	227	135
55	CCCCc1c(O)cc(C)[nH]c1=O	126	99	87	104	107	90	79	82
56	COc1ccc(NC(=O)C2=C(C)Nc3ncnn3C2c2ccccc2Cl)cc1 (configuration not stated)	109	117	99	106	107	104	106	96
57	N#CCC(=O)n1ccc(-c2cc3cc(Br)ccc3oc2=O)n1	110	98	99	93	103	85	94	99
58	CC1CCC(O)C(C)C1 (configuration not stated)	102	103	103	93	102	103	95	98
59	CCn1c(SCC(=O)Nc2cccc(C(=O)/C=C/c3cc(OC)c(OC)c(OC)c3)c2)nc2ccccc2c1=O	77	59	68	-74*	34	41	62	109
60	CC(=O)c1cccc(NC(=O)c2ccc(-c3cccc(N)c3)o2)c1	99	95	111	100	91	93	100	97
61	c1ccc2[nH]c(-c3ccc(Nc4nc(N5CCCCC5)nc(N5CCOCC5)n4)cc3)nc2c1	-30*	-13*	·	-77*	-91*	·	-50*	-21*
62	CCC1(C)COC(c2ccc(OC)c(OC)c2)OC1 (configuration not stated)	112	97	112	99	105	99	131	98
63	Oc1cccnc1I	104	90	100	95	97	99	88	102
64	O=C(Cc1ccccn1)C(F)(F)C(F)(F)C(F)(F)F	105	102	·	96	110	102	110	109
65	CCCCOc1ccc(S(=O)(=O)N2CCN(c3nc(N4CCOCC4)c4ccccc4n3)CC2)cc1	101	·	100	·	99	90	105	107
66	Cc1nc2sc(C(=O)Nc3cccc(Br)c3)c(N)c2cc1C(O)c1ccccc1 (configuration not stated)	62	21	39	48	18	26	55	47
67	Cc1c(N=O)c(-c2ccccc2)n(O)[n+]1[O-]	105	98	106	97	100	99	103	102
68	COc1cccc2cc3c(nc12)CC(C(F)(F)F)CC3=O (configuration not stated)	108	·	108	99	103	99	95	111
69	C[N+](C)(C)CCOP(=O)([O-])OP(=O)(O)OC[C@H]1OC(n2ccc(N)nc2=O)[C@H](O)[C@@H]1O (some centres not stated)	116	183	103	97	100	106	85	96
70	O=C1C(=O)c2ccc(Br)cc2-c2cc(Br)ccc21	77	86	77	-25*	63	92	70	88
71	C=CCc1cn(C2CC(O)C(CO)O2)c(=O)[nH]c1=O (configuration not stated)	115	98	·	100	109	108	107	127
72	Cc1cc(N2CCOCC2)nc(N2CCC(C(N)=O)CC2)n1	108	100	119	98	98	106	96	117
73	COc1ccc(C2=NN(C(=O)c3cc(-c4ccc(Cl)cc4)nc4ccccc34)C(c3cc(-c4ccccc4)nn3-c3ccccc3)C2)cc1OC (configuration not stated)	91	91	94	61	91	75	·	87
74	COc1ccc(CN2C(=O)/C(=C/c3nc(CO)cs3)SC2=S)cc1	107	101	94	43	98	73	93	98
75	O=C(c1ccccc1)c1ccccc1Cl	103	102	98	107	105	100	102	100
76	O=C(CN1CCCCC1)Nc1ccc(S(=O)(=O)c2ccc(NC(=O)CN3CCCCC3)cc2)cc1	115	·	105	75	101	115	167	93
77	O=S(=O)(O)C(c1ccccc1)C1(O)CCCCC1 (configuration not stated)	108	112	120	116	109	105	102	122
78	COc1ccc(N2CCN(C(=O)CCSc3nnc4n(Cc5ccccc5)c(=O)c5c6c(sc5n34)CCCC6)CC2)cc1	103	105	97	94	102	104	101	94
79	Cc1ccc(/C(=N\N=C(N)N)C2CC2)c(C)c1	105	116	104	93	90	94	87	97
80	CC(=O)c1cc(C(=O)N2c3ccccc3Sc3ccccc32)n2ccc3ccccc3c12	63	16	57	41	37	21	50	-77*

Exported in transposed form: 4 of the compounds above
29. O=C(c1ccc(O)cc1)[C@@H]1[C@@H]2CCCN2[C@@]2(C(=O)Nc3ccccc32)[C@H]1c1ccc(F)cc1
40. C#CCNC(=O)[C@]12CC[C@@H](C(=C)C)[C@@H]1[C@H]1CC[C@@H]3[C@@]4(C)Cc5c([nH]c6ccccc56)C(C)(C)[C@@H]4CC[C@@]3(C)[C@]1(C)CC2
59. CCn1c(SCC(=O)Nc2cccc(C(=O)/C=C/c3cc(OC)c(OC)c(OC)c3)c2)nc2ccccc2c1=O
50. CCCCCCCCCC(=O)Oc1ccc(/C(=C(/C)c2ccccc2)c2ccc(OCCN3CCCC3)cc2)cc1
screen / no.,29,40,59,50
SK-MEL-28,101,85,77,-78*
HS 578T,96,96,59,12
UACC-257,93,97,68,-52*
LOX IMVI,·,73,-74*,-72*
SK-MEL-5,94,77,34,-98*
UACC-62,71,84,41,-69*
MALME-3M,86,98,62,-62*
SK-MEL-2,102,94,109,-31*

(further entries)
#	molecule	SK-MEL-28	HS 578T	UACC-257	LOX IMVI	SK-MEL-5	UACC-62	MALME-3M	SK-MEL-2
81	COC(=O)c1cccc([N+](=O)[O-])c1C(=O)OC	105	100	98	102	·	105	116	123
82	C[n+]1ccc(Nc2ccc(NC(=O)c3ccc(C(=O)Nc4ccc(Nc5cc[n+](C)cc5)cc4)cc3)cc2)cc1	·	73	88	78	77	81	57	107
83	Fc1ccc(CSc2ncnc3nc[nH]c23)cc1	105	104	127	102	97	85	111	101
84	Oc1ccc(Cl)cc1CNc1nc2ccccc2[nH]1	-83*	89	-63*	-78*	49	-68*	-56*	87
85	NC(=O)CCn1ccc2ccccc21	109	106	104	103	103	99	117	116
86	COc1ccc(-c2nn(-c3ccc(NC(=O)c4ccc(Cl)c(Cl)c4)cc3)cc2-c2ccncc2)cc1Cl	66	·	93	·	5.1*	24	43	43
87	C=CCN(CC=C)CCO	108	110	96	95	101	108	102	106
